Htt clearance: compounds clearing mutant huntingtin protein; HeLa Exon1htt(103Q)mCFP, aggregate imaging; zero = plate's median compound well; actives 0.42% (n = 47,000); AID 853; inhibition, % at 1.5 µM;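 active = inhibition of aggregate fluorescence above about 70%, also judged a hit by eye on the cell image, limit read from the data, passing the limit was not always enough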;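 also: cells exposed to compound for three days before fixation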
Htt clearance grain fraction: recorded beside Htt clearance, whose call it bears; fraction fluorescence in grains; measured here: aggregate grain fluorescence fraction; stronger effect = lower value;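 scaled fraction of total cell fluorescence in grains with unit not stated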
An asterisk follows results filed as active. Some of the compounds tested; rates above refer to the full screens.

SMILES	Htt clearance	Htt clearance grain fraction
COc1ccc2[nH]c(=O)c(CN(C(=O)c3cccnc3)c3ccccc3)cc2c1	-27	26
CC1CCN(C(=O)CNS(=O)(=O)c2ccc(Br)s2)CC1	-47	27
Cc1ccc(C)c(N2CCN(C(=O)C3CCN(S(=O)(=O)c4cccc5nsnc45)CC3)CC2)c1	-11	40
Oc1ccc2cccnc2c1	-50	32
COc1ccc(S(=O)(=O)Nc2cc(C(=O)NC(C)C)ccc2N2CCOCC2)cc1	0	21
COc1ccc(-c2nnc(N(C)C(=O)c3ccno3)s2)cc1	42	11
CCSc1nc(=S)n(-c2ccccc2)c(C)c1C(C)=O	11	16
Cc1ccc(C2CC(C(F)(F)F)n3ncc(C(N)=O)c3N2)cc1 (stereo not given)	-2	44
CCCCn1c(-c2nonc2N)nc2ccccc21	22	31
COc1ccc(OC)c(N(CC(=O)Nc2cccnc2)S(=O)(=O)c2ccc(OC)c(OC)c2)c1	6	15
Cc1c(C(=O)NN2CCN(C)CC2)cccc1[N+](=O)[O-]	30	27
O=C(COc1ccccc1)N1CCN(c2ccc([N+](=O)[O-])c(N3CCCCC3)c2)CC1	30	23
O=S(=O)(c1ccccc1)c1nc(-c2cccs2)oc1NCC1CCCO1 (stereo not given)	-39	27
Cc1c(-c2ccccc2)nc2ccccc2c1C(=O)O	10	17
Cc1cc(=O)oc2c(CN(CC(C)C)CC(C)C)c(O)ccc12	43	11
CCOC(=O)c1ccc(NC(=O)CC2OCCN(CC)C2=O)cc1 (stereo not given)	50	8.9
COc1cccc(NC(=O)CN2CCN(S(=O)(=O)c3ccc(F)cc3)CC2)c1	16	18
Oc1ccc(Br)cc1-c1cc(-c2ccccc2F)[nH]n1	3	37
C=CCNc1nc(N)c(C(=O)c2ccc3c(c2)OCO3)s1	38	21
CCn1c(NCc2cccc(OC)c2OC)nc2ccccc21	-117	38
CCc1cc2c(=O)n(CC)c(SC(C)C(=O)Nc3c(C)n(C)n(-c4ccccc4)c3=O)nc2s1 (stereo not given)	40	23
CCn1c(Cc2c(C)[nH]c3ccccc23)nnc1SCC(=O)NCc1ccccc1	6	37
O=C(NCC1COc2ccccc2O1)C1CCN(S(=O)(=O)c2cccc3nsnc23)CC1 (stereo not given)	15	31
COc1ccc(C(=O)N2CCOCC2)cc1Br	-4	20
O=C(Cn1c(S(=O)(=O)Cc2ccccc2)nc2ccccc21)N1CCCCC1	-24	58
CC(C)CNC(=O)C(=O)N/N=C/c1cccs1	35	22
Cc1ccc(C)c(OCCOCCN2CC(C)OC(C)C2)c1C (stereo not given)	-101	64
O=c1/c(=C/c2ccc(O)cc2)sc2n1CCCN=2	-23	46
COc1cc(S(=O)(=O)NC2CCCC2)c(OC)cc1Cl	-12	22
CC(C)/C(=N\NC(=O)Nc1ccccc1)c1ccccc1	-43	54

Arranged by SMILES length (largest number first): some entries from above
SMILES	Htt clearance	Htt clearance grain fraction
CCc1cc2c(=O)n(CC)c(SC(C)C(=O)Nc3c(C)n(C)n(-c4ccccc4)c3=O)nc2s1 (stereo not given)	40	23
O=C(COc1ccccc1)N1CCN(c2ccc([N+](=O)[O-])c(N3CCCCC3)c2)CC1	30	23
O=C(NCC1COc2ccccc2O1)C1CCN(S(=O)(=O)c2cccc3nsnc23)CC1 (stereo not given)	15	31
COc1cccc(NC(=O)CN2CCN(S(=O)(=O)c3ccc(F)cc3)CC2)c1	16	18
CCn1c(Cc2c(C)[nH]c3ccccc23)nnc1SCC(=O)NCc1ccccc1	6	37
O=C(Cn1c(S(=O)(=O)Cc2ccccc2)nc2ccccc21)N1CCCCC1	-24	58
O=S(=O)(c1ccccc1)c1nc(-c2cccs2)oc1NCC1CCCO1 (stereo not given)	-39	27
Cc1cc(=O)oc2c(CN(CC(C)C)CC(C)C)c(O)ccc12	43	11
CCOC(=O)c1ccc(NC(=O)CC2OCCN(CC)C2=O)cc1 (stereo not given)	50	8.9
C=CCNc1nc(N)c(C(=O)c2ccc3c(c2)OCO3)s1	38	21
Oc1ccc(Br)cc1-c1cc(-c2ccccc2F)[nH]n1	3	37
COc1cc(S(=O)(=O)NC2CCCC2)c(OC)cc1Cl	-12	22
CCn1c(NCc2cccc(OC)c2OC)nc2ccccc21	-117	38
Cc1c(-c2ccccc2)nc2ccccc2c1C(=O)O	10	17
CC(C)CNC(=O)C(=O)N/N=C/c1cccs1	35	22
COc1ccc(C(=O)N2CCOCC2)cc1Br	-4	20

Remaining list, next part:
SMILES	Htt clearance	Htt clearance grain fraction
Nn1c(SCC(=O)NCc2ccccc2)nnc1C1CC1	-47	32
CCN(CC)CCCNC(=O)Cn1ncn2cccc2c1=O	-6	22
c1ccc(Cn2c(SCCN3CCOCC3)nnc2-c2cccnc2)cc1	42	13
COC(=O)c1ccc2c(=O)sc(N3CCC(C(N)=O)CC3)nc2c1	-33	24
COc1ccccc1N1C(=O)c2ccccc2NC1c1ccncc1 (stereo not given)	-35	27
Cc1ccc2c(c1)cc(CN(Cc1ccc3c(c1)OCO3)S(=O)(=O)c1ccccc1)c1nnnn12	-42	30
Cc1csc(NC(=O)Cn2cnnn2)n1	-24	48
CN1CCN(C(=O)c2cc(-c3cccc(Cl)c3)on2)CC1	-18	50
COc1ccccc1NC1=C(C)C(=O)CC1	2	17
O=C(O)CSCc1ccc(Cl)cc1	2	17
O=C(Nc1ccccn1)c1cc2ccccc2o1	-16	22
CC1(C)CC(=O)C2=C(C1)N(c1ccccc1)C(N)=C(C#N)C2c1ccccc1 (stereo not given)	0	17
CCOc1ccccc1NC(=O)CSc1c(C)n[nH]c1C	36	12
Cc1cc2c(c(=O)n1CCN(C)C)C(c1ccc(Cl)cc1)C(C#N)=C(N)O2 (stereo not given)	-68	27
FC(F)(F)c1nnc(-c2ccccc2)nc1Oc1ccccc1	-57	60
CCOC(=O)NCc1ccc2c(c1)OCO2	-133	47
COc1ccc(C2C(C(=O)c3ccc(C)o3)=C(O)C(=O)N2c2cc(C)on2)cc1OC (stereo not given)	16	15
CCOC(=O)Cn1nnnc1CN(Cc1ccc(OC)cc1)Cc1cc2cc(C)ccc2[nH]c1=O	-26	24
OC(C#CCN1CCOCC1)c1cccs1 (stereo not given)	-67	58
CCOc1cc(-c2nc(-c3cc(OC)c(OC)c(OC)c3)no2)cc(OCC)c1OCC	-21	25
O=C(CCCCCCCC(=O)NCC1CCCO1)NCC1CCCO1 (stereo not given)	-12	22
CCCOc1cccc(C(=O)Nc2cc(NC(=O)c3ccco3)ccc2OC)c1	2	43
CCN(Cc1nc2ccccc2c(=O)[nH]1)Cc1nc2cc(OC)c(OC)cc2c(=O)[nH]1	52	8
CCCc1nnc(SCC(=O)N2CCCC2)n1CC1CCCO1 (stereo not given)	24	25
CC(C)OC(=O)c1nnn(-c2nonc2N)c1CSc1ccccn1	-7	21
O=C(O)C1CCCN1C(=O)Nc1ccccc1 (stereo not given)	-21	22
CC1CCc2nc(NC(=O)CN3CCOCC3)sc2C1 (stereo not given)	36	11
CCOC(=O)c1nn(-c2ccccc2)c(C(=O)OCC)c1N	-112	38
CCn1c(CNc2ccc(OC)cc2)nnc1SCC(=O)Nc1ccc(F)cc1	-107	37
O=c1[nH]c2ccc(S(=O)(=O)N3CCN(Cc4ccccc4)CC3)cc2[nH]c1=O	-128	45
O=C(OCCOc1ccccc1Cl)c1ccc(-n2cnnn2)cc1	-1	21
O=C(c1ccc(C#Cc2ccccc2)o1)N1CCN(c2ccccn2)CC1	31	21
Cc1ccc(CNS(=O)(=O)NCc2ccccc2)cc1	16	17
COc1ccc(C(=O)CSc2nnc(CNc3nc(-c4ccccc4)cs3)n2C)cc1	5	36
COC(=O)Nc1ccc(S(=O)(=O)N2CCN(c3ccc(F)cc3)CC2)cc1	37	11
CC(C)(C)c1nnc(NC(=O)C2CCN(c3ncccn3)CC2)s1	-118	42
CC(=O)Nc1cc2c(nc1C)nc(C)n2Cc1ccc(Br)cc1	-43	66
Cc1cc(NC(=O)Cc2cccs2)no1	18	14
O=C(C1CCN(S(=O)(=O)c2ccccc2)CC1)N(CCc1ccccc1)Cc1ccco1	-76	66
Cc1ccc(NC(=O)/C(CN(C)C)=N\O)cc1	-21	48
O=C1C(C23CC4CC(CC(C4)C2)C3)C(=O)N(c2ccccc2)N1c1ccccc1	13	16
CC1(C)Cc2c(sc(/N=C/N3CCCC3)c2C#N)C(C)(C)N1	-8	20
Cc1ccc(N2C(=O)c3ccccc3C2=O)cc1C	-14	21
COc1ccc(NC(=O)CSc2nnc(-c3ccccc3C)n2C)cc1	-37	23
CS(=O)(=O)N1CCC(C(=O)O)CC1	43	10
CCCCC(=O)Nc1nn(C)c2nc3c(C)cccc3cc12	18	33
Cc1ccc(-c2nc(N)n(S(C)(=O)=O)n2)cc1	37	13
O=c1[nH]c2cc3c(cc2cc1CN(Cc1ccc2c(c1)OCO2)Cc1nnnn1CC1CCCO1)OCO3 (stereo not given)	25	28
COc1ccc(CC(=O)Nc2oc(-c3ccccc3)c(-c3ccccc3)c2C#N)cc1OC	-11	23
CC1(C)C2CCC13CS(=O)(=O)NC3C2 (stereo not given)	50	9.3
CCCNC(=O)c1ccccc1NC(=O)C1COc2ccccc2O1 (stereo not given)	-8	43
O=C(NCc1ccccc1)NC1(C(=O)Nc2ccc3c(c2)OCCO3)CCCCC1	-6	31
O=c1ccc(/C=C/c2ccccc2)nn1Cc1ccccc1Cl	4	20
CCC(C)Sc1nc2c(c(=O)[nH]c(=O)n2C)n1CC(O)COc1cccc2ccccc12 (stereo not given)	-1	35
CCC1SC(=NC(=O)c2ccc(Cl)c(Cl)c2)NC1=O (stereo not given)	9	33
O=C1CC2(CON=C2c2ccc(F)cc2)C(=O)N1c1ccc(F)cc1 (stereo not given)	51	18
COc1ccc(-c2noc(CSc3nc4ccccc4c(=O)n3-c3ccccc3)n2)cc1	-16	19
COc1ccc(-n2nc3cc(C)c(N)c(Br)c3n2)cc1	36	12
Cc1ccccc1CN(c1ccc(C(=O)Nc2ccccc2C(=O)NCc2ccco2)cc1)S(C)(=O)=O	24	25
Cc1ccc(CNC(=O)C(Cc2ccccc2)NS(=O)(=O)c2ccc3c(c2)CCC(=O)N3)cc1 (stereo not given)	-34	50

(cont.)
SMILES	Htt clearance	Htt clearance grain fraction
COc1ccc(C2=Nn3c(nnc3-c3ccccn3)SC2)cc1OC	33	23
CCOC(=O)C1CCCN(c2nc(C)nc3c2oc2ccccc23)C1 (stereo not given)	20	35
Cc1ccccc1-n1c(C)nc2ccccc21	-26	45
COc1ccc(OC)c(NC(=O)Cn2cccc2)c1	9	31
C=CCN1C(=O)C(C)(C)Nc2ccccc21	-77	36
COc1cc(CCC(=O)Nc2cc(Cl)ccc2N2CCN(C)CC2)cc(OC)c1OC	1	44
COc1ccc(C2C3=C(CC(C)(C)CC3=O)Oc3ncn(CCCn4ccnc4)c(=N)c32)cc1 (stereo not given)	36	13
CCn1c(=O)cc(N2CCC3(CC2)OCCO3)[nH]c1=O	-15	57
COc1ccc(C2C3=C(CCCC3=O)Nc3nc(SCc4ccccc4)nn32)cc1OC (stereo not given)	-14	19
Cc1cccc(NC(=O)C(C)Oc2ccccc2C)n1 (stereo not given)	21	14
C/C(=C(\C#N)C(=O)NCc1ccccc1)N(C)C	6	19
CC(=O)c1cccc(N(C(=O)Cn2nnc3ccccc32)C(C(=O)NC2CCCCC2)c2cn(C)nc2C)c1 (stereo not given)	10	29
N#CC1(c2ccccc2)CCCN1C(=O)c1ccco1 (stereo not given)	4	33
COC(=O)c1nc2cc3c(cc2c(C)c1C(=O)OC)OCO3	-1	39
O=C(NCc1cccc(Cl)c1)c1cnccn1	-12	22
COc1ccccc1-n1c(C)nnc1SCC(=O)Nc1cccc(C(C)=O)c1	-140	40
Cc1c(Cl)cccc1NC(=O)CCN1CCCCCC1	-60	26
COC(=O)c1cc(C)sc1NC(=O)C1CC=CCC1C(=O)O (stereo not given)	6	22
Cc1ccc(N2CC(C(=O)N3CCN(C(=O)c4ccco4)CC3)CC2=O)cc1 (stereo not given)	-3	22
O=C(Nc1cccc(Cl)c1)c1cnn2cccnc12	45	9.8
COC(=O)c1cccc(N(C(=O)c2cnccn2)C(C(=O)NCc2ccccc2)c2ccco2)c1 (stereo not given)	-29	24
Nc1ccc(O)c(-c2nc3ccccc3s2)c1	-52	61
CCOC(=O)N1CCN(c2nc(-c3ccc(OC)cc3)no2)CC1	13	30
COc1ccc(C)cc1NC(=O)CSc1nnc(-c2ccc(C)cc2)o1	-36	68
O=C(Cn1c(=O)sc2ccccc21)NCCOc1ccccc1F	54	7.5
CCNc1c2c(nc3ccccc13)CC(C)(C)CC2=O	9	17
CCC1CCCCN1C(=O)CCCOc1ccccc1 (stereo not given)	-12	26
Cc1ccc(S(=O)(=O)N(C)CC(=O)N2CCCc3ccccc32)cc1	4	19
CCN(CC)Cc1c(O)ccc2c([N+](=O)[O-])c(C)n(-c3ccc(OC)cc3)c12	71*	5.2*
COc1cccc(C(=O)Nc2ccccc2)c1	-1	40
O=C(c1cnn2c(C(F)F)cc(C3CC3)nc12)N1CCOCC1	-13	22
CCOC(=O)N1CCN(C(=O)CN(c2ccccc2OC)S(=O)(=O)c2ccc(C)cc2)CC1	-23	22
Cc1cccc(C)c1OCCCN1CCCC1	-5	22
COC(=O)C1Sc2[nH]c(=O)sc2C(c2ccc(Cl)cc2)C1C(=O)OC (stereo not given)	20	39
COCCNC(=O)CSc1nc2ccccc2c2nc(C)nn12	31	28
O=C(NCc1cccnc1)c1ccc(COc2cccc3ccccc23)o1	33	29
CCOc1ccc(N2C(=O)CC(NCc3ccc(F)cc3)C2=O)cc1 (stereo not given)	53	7.8
Cc1cccc(NC(=S)NC2CC3CCCC(C2)N3CC(C)C)c1C (stereo not given)	-3	18
CCOC(=O)C1=C(C)NC(=S)N(C(C)=O)C1c1ccc(Cl)cc1 (stereo not given)	-89	35

Part of the list above in order of number of heavy atoms, falling:
SMILES	Htt clearance	Htt clearance grain fraction
CCC(C)Sc1nc2c(c(=O)[nH]c(=O)n2C)n1CC(O)COc1cccc2ccccc12 (stereo not given)	-1	35
O=C1C(C23CC4CC(CC(C4)C2)C3)C(=O)N(c2ccccc2)N1c1ccccc1	13	16
O=C(NCc1cccnc1)c1ccc(COc2cccc3ccccc23)o1	33	29

Bioassay records: PubChem BioAssay, Columbia University Molecular Screening Center
